RPL19A-GFP yeast: yeast TOR pathway RPL19A-GFP modulation | percent response vs DMSO, % at 10 µM | actives 0.3% (n = 330,000) | S. cerevisiae RPL19A-GFP strain, flow cytometry, 3 h; hits give low values;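 active = percent response vs DMSO below 50%; inconclusive = fewer than 70 events counted for the yeast strain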;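 also: median channel GFP fluorescence of the barcoded RPL19A-GFP strain; ratio of sample median GFP to plate DMSO average so 100% = DMSO; lower means less RPL19A-GFP as with rapamycin TOR inhibition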
MEP2-GFP yeast: alters MEP2-GFP fluorescence in TOR pathway yeast screen; S. cerevisiae MEP2-GFP strain, flow cytometry GFP, 3 h; 100% = DMSO control level; GFP response vs DMSO, % at 10 µM; actives 0.51% (n = 330,000); AID 2016;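 active = GFP response versus DMSO above a set limit, roughly screen mean plus 3 SD, cut at about 180% in these data; inconclusive = fewer than 70 cells counted for a yeast strain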;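 also: median GFP fluorescence of the barcode-gated MEP2-GFP cells per well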
AGP1 TOR yeast: alters AGP1-GFP fluorescence in TOR pathway yeast screen; actives 0.02% (n = 320,000); GFP response vs DMSO, % at 10 µM; AID 2066; S. cerevisiae AGP1-GFP multiplex flow cytometry, 3 h; GFP as percent of DMSO wells;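 active = GFP response relative to DMSO above a set limit, near screen average plus 3 SD, cut at about 150% in these data; inconclusive = fewer than 70 cells counted for the yeast strain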;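 also: median GFP channel fluorescence of the gated AGP1 strain per well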
AHR act: activators of human aryl hydrocarbon receptor | P35869 | AHR-responsive luciferase reporter cells, luminescence | activation, % at 5 µM | actives 2.5% (n = 320,000) | AID 2796; in the data active = activation above about 47%;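 also: 0% = vehicle wells and 100% = reference agonist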
Target sequence (P35869 whole entry, looked up): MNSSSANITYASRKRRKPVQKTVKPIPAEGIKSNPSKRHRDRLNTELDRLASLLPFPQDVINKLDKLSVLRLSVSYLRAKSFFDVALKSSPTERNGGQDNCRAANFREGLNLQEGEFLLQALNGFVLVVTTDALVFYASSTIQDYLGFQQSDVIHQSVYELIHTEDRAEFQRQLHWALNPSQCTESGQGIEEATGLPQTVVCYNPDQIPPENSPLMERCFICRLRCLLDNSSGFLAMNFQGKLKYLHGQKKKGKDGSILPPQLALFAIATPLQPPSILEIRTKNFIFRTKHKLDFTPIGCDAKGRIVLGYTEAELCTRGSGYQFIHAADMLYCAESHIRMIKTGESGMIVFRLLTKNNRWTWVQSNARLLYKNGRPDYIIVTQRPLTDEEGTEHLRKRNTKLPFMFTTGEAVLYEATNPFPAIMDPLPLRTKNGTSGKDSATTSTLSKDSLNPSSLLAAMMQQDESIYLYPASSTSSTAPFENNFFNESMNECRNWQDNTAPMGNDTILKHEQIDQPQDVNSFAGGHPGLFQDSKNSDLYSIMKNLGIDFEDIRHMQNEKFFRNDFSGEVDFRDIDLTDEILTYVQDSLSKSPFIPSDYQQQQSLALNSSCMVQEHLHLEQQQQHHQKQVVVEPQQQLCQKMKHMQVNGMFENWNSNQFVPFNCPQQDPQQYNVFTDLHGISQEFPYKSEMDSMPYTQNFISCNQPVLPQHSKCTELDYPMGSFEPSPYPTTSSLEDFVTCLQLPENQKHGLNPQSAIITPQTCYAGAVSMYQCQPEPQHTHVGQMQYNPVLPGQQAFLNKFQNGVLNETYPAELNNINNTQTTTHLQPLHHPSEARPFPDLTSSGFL
Efflux pump inh: blocks antifungal efflux pumps in multiplex yeast assay | S. cerevisiae Candida pump triplex, Nile Red efflux | inhibition, % at 10 µM | actives 0.44% (n = 330,000);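 active = plate passing quality check with inhibition over a set limit, or well fluorescence over plate mean plus 4 SD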;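 also: Nile Red retained in pooled yeast measured as flow cytometry median fluorescence; 0% = buffer negative control and 100% = Enniatin B positive control; higher means more Nile Red kept so more efflux inhibition; some compounds called inactive have numbers as strong as hits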
LAP4 TOR yeast: alters LAP4-GFP fluorescence in TOR pathway yeast screen. S. cerevisiae LAP4-GFP multiplex, flow cytometry GFP, 3 h; median GFP as percent of DMSO wells. GFP response vs DMSO, % at 10 µM. actives 0.34% (n = 320,000). AID 2023;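 active = GFP response vs DMSO above a set limit, about the screen mean plus 3 SD, cut at about 150% in these data; inconclusive = under 70 cell events counted for the yeast strain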
Yeast superoxide: yeast age-related superoxide inhibition as caloric restriction mimetic; superoxide response (% of plate mean), % at 10 µM; AID 2690; S. cerevisiae aged cells, superoxide DHE fluorescence; hits give low values; actives 0.18% (n = 330,000);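 active = superoxide response under a set limit, about three screen SD below normal, cut at about 65% in these data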;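 also: yeast aged for seven days with compound at 30 °C before DHE staining; 100% = average MFI of all compound-treated wells on the plate with controls excluded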
CIT2-GFP yeast: modulators of TOR pathway CIT2-GFP in S. cerevisiae; actives 0.065% (n = 320,000); GFP response vs DMSO, % at 10 µM; S. cerevisiae CIT2-GFP strain, flow cytometry, 3 h; 100 means same as DMSO wells; AID 2029;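 active = GFP response relative to DMSO above a set limit, near the screen mean plus 3 SD, cut at about 150% in these data; inconclusive = Fewer than 70 cells measured for a yeast strain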;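 also: ratio of well median GFP fluorescence to mean of DMSO wells on the plate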
The depositor's hits bear a star; ? = inconclusive; · = no result given; [ ] = another dose, or the depositor's remark. An unsorted share of the library; about 3.9% have a hit in one of these screens.

molecule	RPL19A-GFP yeast	MEP2-GFP yeast	AGP1 TOR yeast	AHR act	Efflux pump inh	LAP4 TOR yeast	Yeast superoxide	CIT2-GFP yeast
COc1ccc(-c2cc(C(F)(F)F)n3ncc(C(=O)NCC4CCCO4)c3n2)cc1OC (configuration not stated)	104.3	115.0	111.2	3.5	0.0	106.7	97.2	104.5
CCN(C(=O)COC(=O)c1cccs1)c1c(N)n(Cc2ccccc2)c(=O)[nH]c1=O	98.9	97.3	103.1	0.7	0.0	111.6	112.3	88.0
CN(CC(=O)Nc1cccc(F)c1)C(=O)c1ccccc1Sc1ccccc1C#N	91.9	95.0	94.8	0.8	0.0	99.5	99.2	96.4
NC(=O)CC(NC(=O)c1cccc(Br)c1)c1ccc(N2CCCCCC2)c([N+](=O)[O-])c1 (configuration not stated)	99.0	87.6	85.7	-1.4	-0.2	104.5	92.2	72.4
O=S(=O)(c1ccc2ccccc2c1)N1CCNCC1	106.8	114.7	103.9	0.3	-0.1	97.8	101.2	109.0
Cc1ccc2nc(C)cc(C(=O)OCC(=O)Nc3cccnc3Cl)c2c1	95.5	103.3	96.1	0.8	0.1	106.2	100.5	92.6
CCC(c1nnc(SCC(=O)Nc2nnc(-c3ccccc3)o2)n1Cc1ccccc1)N(C)C (configuration not stated)	94.0	95.3	93.6	0.8	0.1	92.5	89.5	106.5
COc1ccc(C(=O)/C=C/c2ccc(O)cc2)cc1	95.9	111.6	92.2	0.1	0.0	99.9	85.3	89.4
COc1ccc(CCNC(=O)C23CN(Cc4ccccc4)CC2C(c2cccc([N+](=O)[O-])c2)=NO3)cc1 (configuration not stated)	92.6	84.3	82.8	-1.4	-0.2	120.0	101.4	91.2
Cc1c(Cl)cccc1NC(=O)CSCC(N)=O	105.3	103.7	111.1	0.8	0.0	97.7	89.3	105.8
Cc1cccc(NC(=O)C2CCN(C(=O)c3ccc(F)cc3)CC2)n1	98.5	101.1	102.3	0.9	0.0	104.8	97.6	105.4
COc1ccc(COc2cc(-c3cccc(OC)c3)nc3ccc(NC(=O)c4ccccc4)cc23)cc1	102.4	99.8	90.8	4.0	-0.1	119.8	94.8	92.6
CC(NC(=O)c1ccccc1SCC(=O)N1CCCC1)c1ccccc1 (configuration not stated)	97.8	91.7	112.7	0.2	0.0	97.2	94.4	106.2
N/C(=N\OC(=O)CCCC(=O)O)c1ncc(C(F)(F)F)cc1Cl	103.2	108.3	101.2	7.3	-0.2	108.8	101.4	109.5
O=C(NCCSCc1ccco1)Nc1cc(Cl)cc(Cl)c1	99.0	97.1	102.0	9.7	0.0	112.3	85.2	94.8
CCOC(=O)CSc1nc(-c2ccccc2)cc(C(F)(F)F)n1	97.1	100.1	99.8	3.7	0.0	91.0	110.9	100.8
Cc1ccc(-n2nnnc2SC(C)C(N)=O)c(C)c1 (configuration not stated)	90.9	88.0	96.5	0.2	-0.1	91.7	89.0	86.9
Cc1ccc(S(=O)c2ccc(C)cc2)cc1	102.5	104.3	103.1	-0.2	0.0	111.0	100.0	96.1
COc1cccc(OC)c1OCCN(C)C	98.7	101.8	106.1	-1.6	0.1	92.7	91.7	98.8
Cc1cc(C)c[n+](CC(=O)c2ccc(-c3ccccc3)cc2)c1	95.5	96.9	96.4	26.5	0.2	133.4	81.0	79.4
CCc1ccc(OCc2n[nH]c(=S)n2Cc2ccccc2)cc1	103.2	105.8	105.0	0.3	-0.1	99.7	104.1	100.0
O=C(Nc1ccccc1)NN(C(=O)CCl)c1ccccc1	101.0	107.4	99.4	0.6	0.1	96.0	90.9	97.8
COC(=O)c1cc(S(=O)(=O)Nc2nn(C)c3cccc(F)c23)oc1C	100.5	104.4	108.6	0.5	0.1	113.8	94.1	99.5
N#Cc1cc2c(=O)n3ccccc3nc2n(-c2ccc(Cl)cc2)c1=O	94.3	91.4	99.2	0.0	-0.1	97.5	125.6	98.2
COCC1CCN(C(=O)C2CCC(=O)N(Cc3cccc(F)c3)C2)CC1 (configuration not stated)	100.8	101.8	103.6	-2.6	0.0	106.6	112.5	100.6
Cc1cc2nc(-c3ccc[nH]c3=O)[nH]c2cc1C	111.9	118.2	107.9	1.1	0.0	98.9	102.1	108.5
CCOc1ccc(-n2c(C)nc(O)c2N=Nc2ccccc2)cc1	97.1	100.8	115.0	34.2	0.4	111.1	105.1	103.2
CCN(CC)S(=O)(=O)c1ccc(/C=C/C(=O)Nc2ccc(F)c(F)c2F)cc1	100.8	99.5	100.9	-3.2	0.0	97.9	107.2	95.2
COc1ccc(NC(=O)C2CCCN(C(=O)Nc3cccc(OC)c3)C2)cc1 (configuration not stated)	101.0	101.6	101.5	6.0	-0.1	87.8	91.3	100.5
COc1cc(OC)cc(C(=O)N[C@H](C(=O)OCC(=O)Nc2ccc(F)c(F)c2F)C(C)C)c1	92.3	94.9	94.5	-1.1	0.8	98.0	128.0	91.7

(further entries)
molecule	RPL19A-GFP yeast	MEP2-GFP yeast	AGP1 TOR yeast	AHR act	Efflux pump inh	LAP4 TOR yeast	Yeast superoxide	CIT2-GFP yeast
Cc1ccccc1-c1noc(CNC(=O)c2ccco2)n1	105.6	102.3	98.6	-0.5	0.0	107.8	98.6	100.1
O=C(NCc1ccccn1)c1ccc(Cn2cc(C(F)(F)F)ccc2=O)cc1	96.8	99.1	98.0	-1.8	0.1	104.4	92.1	97.5
O=C(CN1C(=O)NC2(CCCC2)C1=O)N1CCN(S(=O)(=O)c2cccc(C(F)(F)F)c2)CC1	95.1	101.3	107.5	1.2	0.1	109.8	118.5	92.8
CCCCn1c(N)c(N(CC(C)C)C(=O)CCNC(=O)c2ccc(Br)cc2)c(=O)[nH]c1=O	105.1	108.1	114.4	0.9	0.1	110.2	105.6	103.9
O=C(Nc1ccn(Cc2c(F)c(F)cc(F)c2F)n1)c1cccc(Cn2cc([N+](=O)[O-])cn2)c1	99.8	104.0	101.6	2.5	-0.2	104.1	116.5	101.6
COc1cc(OC)c2cc(C(=O)N/N=C/c3ccccc3O)[nH]c2c1	98.4	97.8	98.2	0.9	-0.1	99.1	87.4	104.2
O=S(=O)(c1ccc(NCc2ccccc2)cc1)N1CCOCC1	102.2	95.0	81.4	0.5	-0.1	89.0	100.9	95.5
COc1ccccc1CNC(=O)CSc1ncc(C(=O)Nc2ccccc2)c(=O)n1C	96.1	103.4	98.7	7.8	0.0	96.0	102.1	98.9
Cc1ccc(C2CC(=O)c3cnc(N4CCc5ccccc5C4)nc3C2)cc1 (configuration not stated)	95.7	95.2	103.8	-1.2	0.3	96.8	93.2	104.6
CCN(CC(=O)Nc1c(F)cccc1F)C(=O)C1CCC1	92.2	97.8	91.6	-0.6	0.2	84.8	102.4	94.2
CC(=O)c1ccc(NC(=O)CCC(=O)OCC(F)(F)C(F)F)cc1	?	?	?	1.4	0.0	?	112.4	?
CC(C)(C)C(=O)N1CCN(c2ccc([N+](=O)[O-])cc2Cl)CC1	97.3	109.0	94.4	-1.4	0.0	104.7	95.3	104.0
N#Cc1c(-c2ccccc2Cl)cc(-c2ccccc2)nc1Br	107.5	131.8	104.6	-4.5	-0.1	116.7	96.2	100.9
CC1CN(C(=O)COc2coc(CN3CCc4ccccc4C3)cc2=O)CC(C)O1 (configuration not stated)	95.0	92.3	104.8	1.1	0.0	111.6	106.8	94.6
COc1ccc(NS(=O)(=O)c2cc(NC(=O)c3sccc3C)ccc2N2CCOCC2)cc1	110.5	104.7	100.2	1.4	0.3	95.5	96.0	109.6
O=C(c1ccco1)n1c(=S)nc2ccccn21	104.2	114.3	107.9	12.5	0.1	117.8	102.9	103.5
CC(=O)Nc1ccc(S(=O)(=O)NCCc2cc3c(C)ccc(C)c3[nH]c2=O)cc1	103.0	98.9	99.9	-0.6	-0.1	101.3	95.8	94.5
Cc1ccc(CNC(=O)COC(=O)Cn2nc(C)c([N+](=O)[O-])c2C)cc1	96.3	102.9	90.0	1.9	0.0	84.9	91.5	97.1
CCC(OC(C)=O)c1cc2c(cc1[N+](=O)[O-])OCCO2 (configuration not stated)	98.9	114.0	96.5	24.3	-0.1	94.3	103.0	97.9
COC(=O)C1=C(C)OC(N)=C(C#N)C1c1ccsc1 (configuration not stated)	95.7	96.0	99.2	-2.0	0.0	104.2	99.8	99.0
Cc1nnn(C23CC4CC(CC(CC(=O)Nc5ccc(C)c(C)c5)(C4)C2)C3)n1	100.3	97.3	98.0	26.3	0.2	91.0	98.7	99.7
O=C(O)CSc1c(-c2cccs2)[nH]c2ccccc12	96.3	99.5	98.1	20.6	-0.1	114.0	79.7	88.8
COc1ccccc1-n1c(SCC(N)=O)nc2sc3c(c2c1=O)CCC3	101.5	96.2	110.5	2.9	-0.1	103.5	97.0	102.8
CC(C)NC(=O)c1ccc2c(c1)N(CC(=O)N1CCCCC1)C(=O)C(C)(C)O2	99.7	101.6	105.4	-3.9	0.0	96.7	88.7	106.9
COc1cccc(CNC(=O)Cc2ccc(OC)c(S(=O)(=O)N3CCOCC3)c2)c1	88.5	91.9	94.0	-2.2	0.2	95.2	113.7	87.5
CCN(c1ccccc1)S(=O)(=O)c1cnc[nH]1	99.0	88.8	89.9	5.9	0.1	83.4	106.1	81.8
COC(=O)C1=CN(Cc2cccs2)C=C(C(=O)OC)C1c1cccc(Cl)c1	97.2	103.9	89.3	0.2	0.1	104.0	89.7	110.2
O=C(CC1C(=O)NCCN1Cc1ccc(F)c(F)c1)NCCn1cccn1 (configuration not stated)	83.7	93.0	83.2	-2.0	0.0	82.5	101.6	·
Cc1ccc(N(C(=O)CNC(=O)c2ccco2)C(C(=O)NC2CCCCC2)c2cccnc2)cc1C (configuration not stated)	98.7	87.1	99.7	0.0	0.5	93.4	112.1	95.3
CCSc1nnc(-c2cccc(S(=O)(=O)N(CC)CC)c2)n1Cc1ccccc1	81.2[may fluoresce violet]	74.1[may fluoresce violet]	?	-0.5	0.0	85.2[may fluoresce violet]	110.4	?

Laid out differently: results already given
COc1cc(OC)cc(C(=O)N[C@H](C(=O)OCC(=O)Nc2ccc(F)c(F)c2F)C(C)C)c1
  RPL19A-GFP yeast: 92.3
  MEP2-GFP yeast: 94.9
  AGP1 TOR yeast: 94.5
  AHR act: -1.1
  Efflux pump inh: 0.8
  LAP4 TOR yeast: 98.0
  Yeast superoxide: 128.0
  CIT2-GFP yeast: 91.7
Cc1ccccc1-c1noc(CNC(=O)c2ccco2)n1
  RPL19A-GFP yeast: 105.6
  MEP2-GFP yeast: 102.3
  AGP1 TOR yeast: 98.6
  AHR act: -0.5
  Efflux pump inh: 0.0
  LAP4 TOR yeast: 107.8
  Yeast superoxide: 98.6
  CIT2-GFP yeast: 100.1

Next part
molecule	RPL19A-GFP yeast	MEP2-GFP yeast	AGP1 TOR yeast	AHR act	Efflux pump inh	LAP4 TOR yeast	Yeast superoxide	CIT2-GFP yeast
Cc1ccc(S(=O)(=O)Nc2ccc(Br)cc2C(NCC(=O)O)c2ccccc2)cc1 (configuration not stated)	100.5	101.8	103.5	-0.3	-0.3	99.5	99.7	96.5
Cc1ccc(NC(=O)COC(=O)c2ccc3c(c2)OCCO3)cc1	100.8	104.1	102.6	-0.3	-0.2	105.1	81.6	102.0
Cc1ccc(C(=O)NCCn2cc(SCC(=O)N3CCOCC3)c3ccccc32)cc1	99.5	105.4	107.8	-2.8	-0.1	111.9	101.7	124.9
Cc1ccc(N2C(=O)N3[C@H](c4ccc(Br)cc4)[C@@H]4C(=O)N(C(C)(C)C)C(=O)[C@@H]4[C@]3(C)C2=O)cc1	104.0	100.4	92.8	0.9	0.1	131.5	106.1	100.3
CCCCNC(=O)NC1(C(F)(F)F)Oc2ccccc2O1	81.8	86.7	82.4	1.8	-0.1	?	97.8	88.3
CCN1CCSc2ccc(C(=O)Nc3ccc(NC(C)=O)cc3)cc21	108.7	107.5	101.6	11.2	0.2	95.7	77.8	104.7
